# Bioassay records as filed in PubChem.
# Rac1 act GTP bind: GTP binding modulators of activated mutant Rac1, primary screen, biochemical, bead-based flow cytometry, multiplex, fluorescent GTP; Ras-related C3 botulinum toxin substrate 1 (Homo sapiens), P63000; hit rate 0.11% among 190,000; percent activity (GTP binding), % at 10 µM; GST-Rac1 activated beads; actives lie on both sides; 100% means binding = to untreated wells; AID 764, 2007;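 active = GTP binding at least 20 percentage points away from the 100% baseline, in either direction, so actives lie on both sides; inconclusive = Compound likely fluorescent itself, or too few beads counted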
# Rab2A wt mod: modulators of GTP binding to Rab2A wildtype, primary screen, biochemical, dog, bead-based flow cytometry, multiplex; Ras-related protein Rab-2A (Canis lupus familiaris), P61105; GST-Rab2 wt beads, Bodipy-GTP binding; GTP binding activity, % at 10 µM; hit rate 0.19% among 190,000; AID 760, 2007;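 active = GTP binding activity at least 20 points away from 100%, either lowered or raised; inconclusive = signal likely due to the compound's own green fluorescence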;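 also: 0% = beads with excess unlabeled GTP and 100% = no-compound control corrected for plate trend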
# Cdc42 wt GTP: modulators of GTP binding to wildtype Cdc42, primary screen, biochemical, multiplex bead flow cytometry, Bodipy-GTP. percent activity (GTP binding), % at 10 µM. AID 761, 2007. hit rate 0.2% among 190,000. GST-Cdc42 beads; actives lie on both sides;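 active = percent activity GTP binding at least 20 points away from the 100% baseline, either down as inhibitor or up as activator; inconclusive = compound flagged as likely green fluorescent from well-wide comparison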;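 also: median bead fluorescence of bound Bodipy-FL-GTP at 100 nM; 0% = excess unlabeled GTP control and 100% = no compound control; below 100% means less GTP binding so inhibitor and above means activator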
# Target sequence (P60953 whole entry, looked up): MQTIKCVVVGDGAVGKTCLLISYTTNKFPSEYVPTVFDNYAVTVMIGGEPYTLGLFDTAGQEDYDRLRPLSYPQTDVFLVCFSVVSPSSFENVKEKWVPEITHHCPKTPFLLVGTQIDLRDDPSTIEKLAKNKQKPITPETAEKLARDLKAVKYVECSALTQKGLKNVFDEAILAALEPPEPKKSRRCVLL
# Pf gamet viab: late stage P. falciparum gametocyte viability inhibitors, primary screen, ATP luminescence, HTS; AID 743093, 2013; inhibition, % at 10.9 µM; hit rate 0.065% among 150,000; P. falciparum stage V gametocytes, 24 h;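 active = inhibition above the mean plus 3 SD of compounds within the control limits, set per campaign, cut at about 38% in these data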;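 also: 0% = DMSO wells and 100% = medium only without gametocytes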
# Rac1 wt GTP bind: wildtype Rac1 GTP binding modulators, primary screen, biochemical, GST-Rac1 beads, flow cytometry, multiplex | GTP binding activity (% of control), % at 10 µM | hit rate 0.27% among 190,000 | fluorescent GTP binding; actives lie on both sides; 0 = cold GTP competed, 100 = untreated;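 active = GTP binding activity at least 20 points away from the 100% control level, either lower or higher; inconclusive = compound flagged as likely green fluorescent, judged across all proteins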
# Mcl1 Noxa PPI: Mcl-1/Noxa binding inhibitors, primary screen, biochemical, TR-FRET, 1536-well; Induced myeloid leukemia cell differentiation protein Mcl-1 (Homo sapiens), Q07820; TR-FRET Mcl-1/Noxa peptide binding, 2 h; inhibition, % at 21.7 µM; hit rate 1.5% among 220,000;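 active = compounds that cut the protein-peptide binding signal by more than 50% relative to plate controls in a single-dose test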;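 also: His-tagged Mcl-1 with rhodamine Noxa BH3 peptide and terbium anti-His antibody; 0% = Mcl-1 plus Noxa peptide wells and 100% = peptide-only wells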
# Target sequence (Q07820 whole entry, looked up): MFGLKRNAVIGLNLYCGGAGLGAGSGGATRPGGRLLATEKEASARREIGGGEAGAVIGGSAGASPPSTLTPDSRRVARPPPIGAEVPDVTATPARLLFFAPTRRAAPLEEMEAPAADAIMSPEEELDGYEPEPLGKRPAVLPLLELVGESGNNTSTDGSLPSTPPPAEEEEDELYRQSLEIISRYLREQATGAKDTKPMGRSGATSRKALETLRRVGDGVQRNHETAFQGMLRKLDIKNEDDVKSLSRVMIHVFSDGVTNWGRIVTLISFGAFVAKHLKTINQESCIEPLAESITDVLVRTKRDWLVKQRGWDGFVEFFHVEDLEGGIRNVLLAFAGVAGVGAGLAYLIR
# Avidin fluor: green autofluorescence of compounds with avidin beads – biophysical, 488/530 nm, flow cytometry, artefact control, profiling panel. compound fluorescence 488/530 nm; active compounds read high. fluorescence (KMESF) at 10 µM. hit rate 0.38% among 220,000. AID 1775, 2009; in the data active = fluorescence above about 47; also: inactives centre near 10
# GSH fluor: compound fluorescence on glutathione beads, profiling panel, artefact control, biophysical, 488/530 nm, flow cytometry | GSH beads flow cytometry, compound fluorescence 488/530 nm; active compounds read high | fluorescence (KMESF) at 10 µM | hit rate 0.25% among 190,000; in the data active = fluorescence above about 89;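 also: glutathione beads carrying GST-tagged Bcl family fusion proteins plus one bare bead set; values are compound well signal with DMSO vehicle wells as background; inactives centre near 16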
# HRas wt GTP bind: modulators of GTP binding to HRas wildtype, primary screen, biochemical, bead-based flow cytometry, multiplex; GTPase HRas (Homo sapiens), P01112; GST-Ras wt beads, Bodipy-FL-GTP binding; actives lie on both sides; GTP binding activity, % at 10 µM; hit rate 0.14% among 190,000; AID 759, 2007;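 active = GTP binding activity at least 20% away from the 100% baseline, either lowered as inhibitor or raised as activator; inconclusive = flagged as likely green fluorescent, judged across all proteins in the well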;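 also: 0% = unlabeled GTP competition control and 100% = no-compound control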
# Target sequence (P01112 whole entry, looked up): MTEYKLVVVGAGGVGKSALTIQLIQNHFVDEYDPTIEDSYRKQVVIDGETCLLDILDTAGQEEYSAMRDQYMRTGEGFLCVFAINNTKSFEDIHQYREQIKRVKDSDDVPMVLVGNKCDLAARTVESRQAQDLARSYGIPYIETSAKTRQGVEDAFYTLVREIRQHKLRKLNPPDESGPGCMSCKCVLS
# Rab7 wt modul: modulators of GTP binding to Rab7, primary screen, biochemical, wildtype, multiplex bead flow cytometry. AID 758, 2007. GTP binding activity (percent of control), % at 10 µM. GST-Rab7 beads, fluorescent GTP binding; actives lie on both sides; untreated = 100%, excess cold GTP = 0%. hit rate 0.055% among 190,000. Rab7 GTPase wild type (dog), Bodipy-FL-GTP binding;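 active = fluorescent GTP binding to Rab7 beads changed by at least 20 points from the 100% baseline, either direction, mostly lower; inconclusive = compound itself probably fluorescent, or too few beads counted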;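 also: median green fluorescence of bound Bodipy-FL-GTP per Rab7 bead population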
# Mcl1-Bid inh: Mcl-1/Bid binding inhibitors, primary screen, biochemical, TR-FRET, 1536-well; TR-FRET Mcl-1/Bid-Dy647 peptide binding; inhibition, % at 21.7 µM; hit rate 0.97% among 220,000; Induced myeloid leukemia cell differentiation protein Mcl-1 (Homo sapiens), Q07820;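 active = compounds that cut the binding signal by more than half at the single screening dose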;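 also: His-tagged Mcl-1 with europium anti-His antibody binding Bid BH3 peptide; 0% = Mcl-1 plus peptide wells and 100% = peptide-only wells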
# Starred values were filed as active, the others as inactive; ? = inconclusive; / = no result given.
Molecule	GSH fluor	Rac1 act GTP bind	Avidin fluor	Pf gamet viab	Rab7 wt modul	Rac1 wt GTP bind	HRas wt GTP bind	Cdc42 wt GTP	Mcl1-Bid inh	Rab2A wt mod	Mcl1 Noxa PPI
CC(=O)c1sc(NC(=O)c2ccc(C)c(C)c2)nc1C	11	?	24	/	?	?	?	?	-17.8	?	-4.5
Brc1ccc(CSc2nnc(-c3ccco3)o2)cc1	15	96.0	7	-0.3	98.0	97.0	97.0	97.0	5.0	98.0	13.8
Cc1ccc(S(=O)(=O)Nc2nncs2)cc1	14	98.0	32	/	95.0	101.0	99.0	101.0	-5.5	95.0	13.7
O=C(NCC1(c2ccccc2)CCCC1)c1cccc(Br)c1	12	103.0	36	-26.5	106.0	107.0	107.0	108.0	3.6	105.0	0.6
O=C(NCCCn1ccnc1)c1cc2ccccc2o1	26	98.0	14	3.1	98.0	100.0	99.0	100.0	-13.9	97.0	11.2
CCOC(=O)C(C)n1nc(/C=C/c2ccc(OC)cc2)ccc1=O (stereo not given)	13	98.0	10	-22.1	95.0	97.0	95.0	97.0	-28.8	98.0	-6.3
COC(=O)c1cc(NC(=O)c2c(Cl)nc3sccn23)cc(C(=O)OC)c1	22	103.0	26	/	99.0	105.0	100.0	105.0	19.7	103.0	-15.1
CCN(CC)C(=O)c1cc2c(=O)oc3ccccc3c2s1	15	103.0	8	/	97.0	105.0	102.0	101.0	-3.4	102.0	-0.6
CCOC(=O)Nc1ccc2c(c1)nc(CN1CCOCC1)n2C	13	97.0	33	12.9	100.0	102.0	102.0	103.0	-16.1	101.0	-6.1
Cc1ccc(CN2C(=O)CCC2C(=O)NCCCN2CCC(C)CC2)cc1 (stereo not given)	11	99.0	11	/	101.0	100.0	97.0	99.0	-12.5	101.0	-12.8
Cc1cc(C)cc(C(=O)NCC(=O)OCc2cc([N+](=O)[O-])cc3c2OCOC3)c1	10	102.0	8	12.8	101.0	102.0	100.0	102.0	7.1	104.0	7.9
COc1ccc(N=C(N(C)C)P(=O)(N(C)C)N(C)C)cc1	39	98.0	3	/	98.0	104.0	99.0	99.0	-19.8	99.0	17.0
Oc1ccccc1CNc1ncc(Br)cc1Br	14	96.0	29	/	100.0	97.0	97.0	96.0	5.9	98.0	6.0
Cc1ccc([N+](=O)[O-])c2c1C(N1CCCC1)C(C)(C)O2 (stereo not given)	10	96.0	13	14.1	106.0	101.0	98.0	99.0	-18.9	99.0	1.2
O=C1CC(C(=O)NCc2ccccc2)C2(CCCC2)O1 (stereo not given)	17	97.0	25	/	93.0	95.0	98.0	100.0	-1.0	96.0	-3.6
CC(C)(O)C(=O)NNC(=S)Nc1ccc(F)c(Cl)c1	11	92.0	10	6.8	98.0	91.0	94.0	93.0	-6.9	97.0	35.1
CC(NC(=O)CSc1ncnc2nc[nH]c12)c1ccccc1 (stereo not given)	24	101.0	13	-14.7	99.0	107.0	107.0	109.0	-7.6	107.0	1.9
O=c1[nH]c2ccccc2n1CCCSc1cnc2ccccc2n1	32	96.0	17	/	96.0	97.0	94.0	96.0	20.7	96.0	18.4
Cc1ccc(S(=O)(=O)NCC(=O)OCC(=O)N2CCc3ccccc32)cc1	18	95.0	12	/	94.0	95.0	95.0	94.0	-17.4	97.0	-1.3
CC1(C)CC(=O)C2=C(C1)N(CCN1CCOCC1)C1=C(C(=O)CC(C)(C)C1)C2c1cccc(Cl)c1	16	100.0	28	/	100.0	101.0	103.0	104.0	-0.1	101.0	12.0
COCC(=O)NCCc1nc(-c2ccccc2)cs1	11	99.0	10	/	103.0	107.0	101.0	102.0	-17.9	101.0	-29.6
CCOC(=O)CSc1nnc(CNC(=O)Cc2ccccc2)n1-c1ccccc1OC	29	100.0	11	/	100.0	110.0	102.0	104.0	-12.0	100.0	-5.8
O=C(O)C(=O)/C(=C\c1ccc([N+](=O)[O-])cc1)c1ccc2ccccc2n1	14	91.0	11	/	102.0	95.0	96.0	91.0	-23.7	92.0	16.9
CCOC(=O)Cc1csc(NC(=O)c2ccoc2C)n1	22	96.0	11	/	103.0	98.0	99.0	98.0	-11.1	99.0	-15.4
CC(C)(C)c1ccc(-c2nnc(SCCN3C(=O)c4ccccc4C3=O)o2)cc1	10	97.0	8	2.0	100.0	98.0	99.0	94.0	0.5	98.0	13.3

# (more compounds)
Molecule	GSH fluor	Rac1 act GTP bind	Avidin fluor	Pf gamet viab	Rab7 wt modul	Rac1 wt GTP bind	HRas wt GTP bind	Cdc42 wt GTP	Mcl1-Bid inh	Rab2A wt mod	Mcl1 Noxa PPI
COc1ccc(C2=NCCNC(C(F)(F)F)=C2)cc1	15	98.0	15	15.2	101.0	99.0	97.0	95.0	-0.7	99.0	8.1
NC1=NC2(CCCCC2)N=C(Nc2ccc(F)cc2F)N1	30	92.0	10	-24.0	90.0	89.0	93.0	97.0	-21.4	91.0	/
CCOc1ccccc1N1CC(C(=O)N2CCc3ccccc32)CC1=O (stereo not given)	20	100.0	27	/	101.0	106.0	102.0	101.0	-13.4	100.0	4.1
Cc1cc(NC(=O)c2noc3c2CCCC3)nn1Cc1ccc(Cl)cc1	9	96.0	27	/	99.0	103.0	104.0	106.0	-21.8	104.0	14.9
Cc1ccc(OCC(=O)Nc2ccc(C)c(S(=O)(=O)N3CCCCCC3)c2)c([N+](=O)[O-])n1	16	96.0	13	-11.7	96.0	100.0	93.0	93.0	6.0	94.0	10.7
CSc1nnc(C)c(=O)n1COC(=O)COc1ccccc1C	19	101.0	7	/	101.0	104.0	101.0	101.0	-5.5	103.0	-3.6
CCOC(=O)C1=C(C)OC(N)=C(C#N)C1c1cc2c(cc1Br)OCO2 (stereo not given)	22	97.0	10	/	97.0	103.0	100.0	97.0	-16.7	99.0	3.5
Cc1c(C(=O)Nc2ccncc2)sc2nc(-c3ccccc3)cn12	16	99.0	23	/	102.0	103.0	101.0	102.0	-19.1	102.0	-66.4
CCOC(=O)N1CCC(NC(=O)C2CCN(C(=O)N3CCOc4ccccc43)CC2)CC1	15	100.0	8	14.6	101.0	102.0	104.0	105.0	-19.6	102.0	8.7
Cc1nc([N+](=O)[O-])c(Br)n1CC(=O)c1ccc(F)cc1	21	95.0	6	-29.8	104.0	101.0	101.0	100.0	-1.2	101.0	5.9
CCOC(=O)C(C(=O)OCC)C1CS(=O)(=O)CC1C(C(=O)OCC)C(=O)OCC (stereo not given)	15	99.0	26	5.3	101.0	106.0	100.0	101.0	2.2	102.0	7.7
Cc1noc(C)c1COc1ccc(C(=O)OCC(=O)c2ccc3c(c2)OCCO3)cc1	52	90.0	6	/	93.0	87.0	91.0	89.0	-11.3	91.0	11.4
Clc1ccc2[nH]c3c(NCCN4CCOCC4)ncnc3c2c1	22	98.0	41	-1.8	102.0	103.0	102.0	101.0	-14.2	100.0	26.0
CCCCCCC1CCC(C(=O)N2CCOCC2)CC1 (stereo not given)	26	94.0	9	0.4	111.0	100.0	102.0	93.0	-1.4	102.0	8.0
COC(=O)c1c(NC(=O)CN2CCN(c3ccccc3Cl)CC2)sc(C)c1C	12	96.0	6	-0.6	102.0	102.0	100.0	102.0	38.1	99.0	13.1
COC(=O)[C@H](C)NC(=O)NC1CCN(Cc2ccccc2)CC1	12	102.0	11	7.8	102.0	107.0	104.0	108.0	-9.6	105.0	4.6
COc1ccc(-c2nn3c(-c4ccccn4)nnc3s2)cc1OC	20	89.0	33	-33.1	86.0	74.0*	80.0	82.0	-7.6	79.0*	8.1
C1CN(CC23CC4CC(CC(C4)C2)C3)CCO1	28	99.0	4	/	97.0	102.0	100.0	101.0	5.3	100.0	23.9
O=C(OCC(=O)N1CCN(C(=O)c2ccco2)CC1)c1ccccc1C(=O)c1ccc(Cl)cc1	29	102.0	4	/	103.0	109.0	104.0	106.0	-30.8	103.0	-1.4
O=C(COc1ncnc2ccccc12)NCc1ccco1	14	95.0	10	/	105.0	103.0	101.0	102.0	-28.7	103.0	10.3
Cc1ccc(CN=c2c([N+](=O)[O-])nn(-c3ccc(Cl)cc3)n2O)cc1	8	81.0	12	-1.1	97.0	88.0	89.0	83.0	-23.3	89.0	11.4
COc1cccc(-c2nc3ccccc3s2)c1O	25	97.0	20	4.2	93.0	101.0	97.0	100.0	-52.3	96.0	-2.5
Cc1cc(Cl)c2ccccc2n1	8	104.0	3	-1.9	100.0	107.0	102.0	107.0	-12.8	99.0	14.8
CCOc1cccc(/C=N/NC(=S)Nc2cc(S(=O)(=O)N3CCOCC3)ccc2N2CCOCC2)c1O	13	102.0	11	-1.9	106.0	113.0	106.0	104.0	-48.0	103.0	-16.8
CCOc1cc(C2C(C(=O)OC)=CN(C3CCCC3)C=C2C(=O)OC)cc(Br)c1O	11	99.0	38	/	101.0	101.0	100.0	101.0	-29.0	102.0	-99.7

# Continued.
Molecule	GSH fluor	Rac1 act GTP bind	Avidin fluor	Pf gamet viab	Rab7 wt modul	Rac1 wt GTP bind	HRas wt GTP bind	Cdc42 wt GTP	Mcl1-Bid inh	Rab2A wt mod	Mcl1 Noxa PPI
CNc1ccc(S(=O)(=O)NCC(=O)OCC(=O)Nc2cccc(Cl)c2Cl)cc1[N+](=O)[O-]	7	96.0	14	14.8	99.0	103.0	99.0	100.0	-22.2	97.0	27.6
COC(=O)c1ccc(Cn2c(C)cc(C)[n+]2C)o1	11	97.0	11	/	99.0	105.0	101.0	101.0	3.6	98.0	8.9
O=C(NCc1cccnc1)C(=O)Nc1nccs1	13	95.0	8	/	97.0	98.0	98.0	99.0	-13.7	95.0	-2.1
O=C(COC(=O)c1cccc(S(=O)(=O)N2CCc3ccccc32)c1)NC1CCS(=O)(=O)C1 (stereo not given)	8	97.0	14	/	97.0	97.0	97.0	97.0	-14.4	98.0	1.3
Cc1sc(NC(=O)CCCC(=O)O)c(C#N)c1C	21	99.0	10	3.8	97.0	108.0	97.0	99.0	-32.7	96.0	15.7
Cc1ccc(C2NC(=S)NC3=C2N2CCC3CC2)cc1 (stereo not given)	21	?	22	/	?	?	?	?	-41.3	?	6.8
